# Assay outcomes from PubChem.
# N370S GC: qHTS Assay for Inhibitors and Activators of N370S glucocerebrosidase as a Potential Chaperone Treatment of Gaucher Disease. AID 2101, 2009. N370S GC spleen homogenate, 4MU-glucoside fluorescence. Potency, µM (highest dose often 59.4 µM), for inactives: at the top dose activity change, negative = inhibition, actives largely listed as inhibitors. Lysosomal acid glucosylceramidase (Homo sapiens), P04062. actives 0.092% (n = 330,000);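 also: 0% = full enzyme activity and -100% = no enzyme basal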
# KAT2A inh: qHTS Assay for Inhibitors of GCN5L2 | GCN5L2 HAT assay, ThioGlo1 CoA-SH fluorescence | Potency, µM (highest dose often 58.9 µM), without a hit: top-dose activity change, negative = inhibition, hits mostly inhibitors | actives 0.21% (n = 390,000) | AID 504327, 2011
#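 Compounds, pin-transferred from DMSO stocks, meet 20nM GCN5L2 for 15 min before the reaction begins with H3(1-25) peptide (75uM) and acetyl-CoA (70uM). Thiol-reactive ThioGlo1 reports CoA release over 20 min at room temperature.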
# FEN1 inhibitor: qHTS Assay for the Inhibitors of Human Flap endonuclease 1 (FEN1); AID 588795, 2011; Potency, µM (series often up to 114 µM), for inactives: top-dose activity change, negative = inhibition, most hits filed as inhibitors; Recombinant FEN1 flap cleavage, fluorescence, 15 min; actives 0.35% (n = 390,000); also: nearly all actives have a fitted effect of over 65% in size
# Target sequence (P39748 whole entry, looked up): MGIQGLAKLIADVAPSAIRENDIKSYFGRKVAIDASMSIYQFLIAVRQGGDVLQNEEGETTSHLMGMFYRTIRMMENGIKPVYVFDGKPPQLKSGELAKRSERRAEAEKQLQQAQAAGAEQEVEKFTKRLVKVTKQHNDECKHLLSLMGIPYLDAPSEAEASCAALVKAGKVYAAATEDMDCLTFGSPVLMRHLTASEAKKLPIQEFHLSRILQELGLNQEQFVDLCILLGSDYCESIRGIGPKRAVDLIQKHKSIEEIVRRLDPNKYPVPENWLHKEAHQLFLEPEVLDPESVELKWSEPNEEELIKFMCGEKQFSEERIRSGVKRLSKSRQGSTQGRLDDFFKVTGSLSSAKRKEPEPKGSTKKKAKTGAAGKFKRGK
#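 Potency values derive from four-parameter Hill fits of normalized qHTS data. The reaction used 10 nM FEN1 preincubated 15 min at room temperature with compound, then 50 nM DNA substrate, read at 0 and 15 min.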
# * hit, by the source's call; u = inconclusive; x = no result given; [ ] = dose if it differs, or a comment. Calls follow the shape of the dose curve; as a rule, active = well fitted curve in the direction sought with a large enough effect; inconclusive = small, poorly fitted or top-dose-only effect, or another doubt; inactive = no such curve, though single readings can be large; an effect the other way counts as inactive or inconclusive. Unless noted, % is scaled to controls: 0 for no effect and ±100 for the full control effect; potency is read from the fitted curve at half-maximal effect.
SMILES,N370S GC,KAT2A inh,FEN1 inhibitor
Cc1ccc(NC(=O)C(c2ccccc2)N2CCN(CC(=O)NC3CC3)CC2)cc1Cl (stereo not drawn),x,-6.4%,-6.1%
FC(F)(F)c1ccccc1-c1cc(NCCN2CCOCC2)ncn1,-9.3%,0.0%,x
Cc1ccc(-n2ncc3c(NCCc4ccccc4)ncnc32)cc1Cl,x,-8.3%,-19.5%
C[C@H](NC(=O)[C@H]1N2C(=O)c3ccccc3C2SC1(C)C)C(=O)N1CCN(C)CC1 (stereo partly drawn),2.9%,7.7%,-5.0%
CCOc1ccc(N(CC(=O)NCc2ccccc2)S(=O)(=O)c2c(C)noc2C)cc1,-1.5%,-4.2%,14.3%
COc1ccc(NC(=O)CN(C)CC(=O)N2CC(=O)Nc3ccccc32)cc1,x,-1.0%,-2.6%
O=C(Cn1sc2ccccc2c1=O)NC12CC3CC(CC(C3)C1)C2,5.7%,14.1µM*,-2.0%
O=C(COC(=O)c1ccccc1SCC(=O)N1CCCC1)Nc1ccccc1C(F)(F)F,-1.9%,-5.8%,0.5%
O=C(c1cnn2c1NC(c1ccc(Br)cc1)CC2C(F)(F)F)N1CCN2CCCC2C1 (stereo not drawn),-2.7%,-2.6%,-4.8%
N#CC1=C(N)Oc2cc(N)ccc2C1c1ccc(F)cc1F (stereo not drawn),12.1%,-7.8%,-11.0%
COc1ccc2[nH]c(=O)c(CN(Cc3ccc4c(c3)OCO4)C(C)=O)cc2c1,5.7%,-7.0%,5.4%
CCOc1ccc(N(C)S(=O)(=O)c2cc(-c3cc(C)no3)ccc2C)cc1,-3.5%,-13.9%,-1.7%
COc1cccc(/C=C2\SC(=O)N(CC(=O)NCCCn3ccnc3)C2=O)c1,u,0.2%,12.8%
Nc1nc(-c2ccco2)nn1C(=O)c1ccccc1Cl,-1.9%,-2.6%,-3.6%
COC(=O)c1ccc2c(c1)N(C)C(=O)CS2,-1.9%,-0.7%,5.0%
COc1ccc(Cl)cc1NC(=O)CN(C)C(=O)Cc1ccc2c(c1)CCC2,-10.8%,-4.7%,-22.8%
COc1cccc(NC(=O)c2ccc(NC(C)=O)cc2)c1,5.0%,-3.0%,-10.2%
CN(Cc1ccon1)Cc1cn(C)nc1-c1ccc(Oc2ccccc2)cc1,-16.8%,-2.9%,-13.7%
CCc1nnc(SC(CC)C(=O)Nc2cccc(OC)c2)c2cc3oc(C)cc3n12 (stereo not drawn),x,-5.5%,-22.5%
O=C(N/N=C/c1cccc([N+](=O)[O-])c1)c1cccs1,-6.7%,19.9%,3.9%
COC(=O)N(NC(=O)C(O)(c1ccccc1)c1ccccc1)c1ccccc1,4.0%,1.1%,-3.5%
COc1ccc2c(Sc3ccc(C)cc3)c(C(=O)NCc3ccc(F)cc3)[nH]c2c1,x,-5.2%,-1.8%
Cc1ccc(OC(=O)c2ccc3nc(C)sc3c2)cc1,-4.5%,-0.4%,10.1%
O=C(c1ccc(COc2ccccc2Br)o1)N1CCCCCC1,u,-6.3%,1.7%
COc1cc(/C=N/N2CCN(Cc3ccc(C)cc3)CC2)cc(OC)c1O,0.7%,-0.1%,-16.4%

# Going on with the list.
SMILES,N370S GC,KAT2A inh,FEN1 inhibitor
Cc1ccc(CSc2nc3ccccc3c(=O)[nH]2)cc1,0.4%,-3.4%,-3.8%
Cc1ccc(C(=O)NC2CCCc3ccccc32)cc1[N+](=O)[O-] (stereo not drawn),1.2%,2.6%,-3.8%
COC(=O)[C@@H]1CCCN1C(=O)c1ccc(OC2CCN(Cc3ccccn3)CC2)cc1,-0.5%,-2.1%,22.3%
CC(C)CC(=O)Nc1ccc2c(c1)nc(CCN1CCOCC1)n2C,-22.0%,-29.9%,12.3%
COc1ccc(CN2C(=O)c3cccc4cccc2c34)cc1F,u,-14.6%,1.4%
CCNc1ccc(C(=O)NN=C2CCCC2)cc1[N+](=O)[O-],7.7%,-20.4%,-12.2%
O=[N+]([O-])C(C1CCS(=O)(=O)C1)C1CCS(=O)(=O)C1 (stereo not drawn),2.5%,-7.9%,-2.1%
O=C(c1ccoc1)N1CCCC(N2CCN(c3cccc(C(F)(F)F)c3)CC2)C1 (stereo not drawn),-11.1%,-5.6%,1.0%
CN(C(=O)COC(=O)c1ccccc1SCC(=O)N1CCCC1)c1ccccc1,-16.9%,-2.3%,11.8%
CC(=O)Nc1ccc(S(=O)(=O)N(C#N)c2nc(C)cc(C)n2)cc1,-14.4%,-19.4%,17.0%
COc1ccc(/C=C/C(=O)C23CC4CC(CC(C4)C2)C3)cc1CN1CCOCC1,-9.5%,0.4%,-21.0%
COc1ccc(CNC(=O)CCCn2nc(C)n3ccnc3c2=O)cc1,-3.2%,-4.0%,0.8%
CN(C)c1ccc(NC(=O)Cn2ncn3c(cc4ccccc43)c2=O)cc1,-7.4%,-10.3%,40.5%[activator]
Cc1ccc(-c2nnc(CSc3nc4cc5c(cc4cc3C)OCO5)o2)cc1,16.9%[2.35 µM],-2.9%,-16.7%
CC(C)Oc1ccc(C(=O)N2CCN(C(=O)c3ccco3)CC2)cc1,-0.4%,0.5%,0.5%
Clc1cccc(-c2ccc(CNCCSc3nnnn3-c3ccccc3)o2)c1,x,-14.0%,3.8%
O=C(Cn1cnc2cc([N+](=O)[O-])ccc2c1=O)NC(=O)NCc1ccccc1,11.7%,-1.6%,9.9%
CC(=O)c1sc(=S)n(Cc2ccccc2)c1C,-9.4%,0.6%,-13.1%
CCC(CO)NS(=O)(=O)c1cc(-c2nn(C)c(=O)c3ccccc23)ccc1C (stereo not drawn),19.9%,-0.3%,-3.0%
CCOC(=O)c1ccc(N=Nc2c(C)[nH]n(-c3ccccc3)c2=O)cc1,-0.8%,-5.6%,-7.3%
NC(=O)CSc1nc2ccccc2c(=O)n1Cc1ccccc1,2.8%,-2.3%,15.6%
CCC1(C)NC(=O)N(CC(=O)c2cc(C)n(C3CC3)c2C)C1=O (stereo not drawn),1.4%,-4.9%,-1.6%
CCOC(=O)c1cnc(N2CCN(c3cccc(C)c3C)CC2)c2ccccc12,x,-15.6%,-13.5%
O=C(CSc1ccccn1)N1CCN(c2ccccc2)CC1,3.2%,1.0%,-5.5%
COc1ccccc1C(=O)NNC(=O)c1cccc(Br)c1,1.3%,-9.3%,-5.1%

# New compounds follow.
SMILES,N370S GC,KAT2A inh,FEN1 inhibitor
CCOC(=O)CSc1nnc(CSc2nc3ccccc3c(=O)[nH]2)n1-c1ccccc1,9.2%,-7.0%,4.6%
CC(C)c1nnc(NC(=O)CCC(=O)NCc2cccs2)s1,14.0%,-1.7%,-9.1%
Cc1ccc(-c2nc(Nc3ccc(N4CCOCC4)cc3)c3ccccc3n2)cc1,14.1µM*,-9.5%,-15.1%
Cc1ccc(NC(=O)c2oc3ccccc3c2C)nc1,25.0%,-2.3%,-9.3%
CC(C)(C)NC(=S)NC1CC1,10.6%,-7.1%,-2.3%
O=C(Nc1cc(-c2ccccc2)cs1)c1ccco1,-1.0%,-6.4%,-17.3%
COc1ccccc1NC(=O)CN(c1ccc(C(C)C)cc1)S(=O)(=O)c1c(C)noc1C,x,-11.7%,-1.0%
CCOc1ccccc1NS(=O)(=O)c1ccc2c(c1)CC(C)N2C(=O)C1CCC1 (stereo not drawn),x,-16.3%,-15.7%
O=C(NC1(c2ccccc2)CC1)C1CCC(=O)N(Cc2ccc(Cl)cc2)C1 (stereo not drawn),2.7%,-17.8%,-1.7%
O=S(=O)(c1ccc(NCCCO)nc1)N1CCOCC1,-4.0%,-8.2%,-11.6%
COc1cccc(CN(C)CC(=O)Nc2cccc3ccccc23)c1,-1.5%,-3.5%,-0.3%
CCN(Cc1cc2ccc(C)cc2[nH]c1=O)C(=O)c1cccnc1,-6.8%,0.3%,x
COc1ccc(C(=O)OCn2nnc3ccccc3c2=O)cc1[N+](=O)[O-],2.6%,-8.3%,-15.9%
COc1ccc(-c2nn(-c3ccccc3)cc2C(=O)O)cc1,9.0%,-5.8%,0.8%
COc1ccc(C(=O)Nc2ccc(-n3nncc3C(C)(C)C)cc2)cc1,-1.3%,-5.6%,-2.7%
O=C(CCn1cnc2onc(-c3ccc(F)cc3)c2c1=O)N1CCN(c2ccccc2F)CC1,x,-2.2%,-7.7%
O=C(/C=C/c1ccccc1)OCC(=O)N1CCN(c2ccccc2)CC1,-3.4%,-3.1%,-2.5%
O=C(COC(=O)CCCN=C1NS(=O)(=O)c2ccccc21)NC(=O)NC1CCCC1,u,1.0%,1.3%
O=C(NCCc1c[nH]c2ccccc12)C(=O)NCC(c1ccco1)N1CCN(c2ccccc2)CC1 (stereo not drawn),-11.5%,-1.1%,-3.4%
CC(=O)c1ccc(NC(=O)CSc2nnc3ccc(-c4ccc(Br)cc4)nn23)cc1,x,-6.3%,1.8%
COCCCNC(=S)Nc1c(C)cc(C)cc1C,-1.0%,0.1%,-6.0%
CC(C)N1C(=O)C(=O)N(CC(=O)N(C)c2ccccc2)C1=O,x,-1.0%,-2.8%
Cc1nc2ccccn2c1C(=O)Nc1ccc(Cl)cc1,-11.0%,-12.8%,2.8%
CN(C)c1ccc(NC(=O)Nc2csc3ccccc23)cc1,8.3%,-6.3%,-17.8%
COc1ccccc1C(=O)COC(=O)Cn1nc(C)c([N+](=O)[O-])c1C,-0.9%,-5.3%,-5.7%

# In the list so far, these have two or more sulfur atoms.
SMILES,N370S GC,KAT2A inh,FEN1 inhibitor
O=[N+]([O-])C(C1CCS(=O)(=O)C1)C1CCS(=O)(=O)C1 (stereo not drawn),2.5%,-7.9%,-2.1%
CC(=O)c1sc(=S)n(Cc2ccccc2)c1C,-9.4%,0.6%,-13.1%
CCOC(=O)CSc1nnc(CSc2nc3ccccc3c(=O)[nH]2)n1-c1ccccc1,9.2%,-7.0%,4.6%
CC(C)c1nnc(NC(=O)CCC(=O)NCc2cccs2)s1,14.0%,-1.7%,-9.1%

# One compound at a time, as listed above. Values in the order: N370S GC | KAT2A inh | FEN1 inhibitor
# Cc1ccc(NC(=O)c2oc3ccccc3c2C)nc1 across the screens: 25.0% | -2.3% | -9.3%
# COc1ccc2[nH]c(=O)c(CN(Cc3ccc4c(c3)OCO4)C(C)=O)cc2c1 across the screens: 5.7% | -7.0% | 5.4%
# CCOc1ccc(N(C)S(=O)(=O)c2cc(-c3cc(C)no3)ccc2C)cc1 across the screens: -3.5% | -13.9% | -1.7%
# CCC1(C)NC(=O)N(CC(=O)c2cc(C)n(C3CC3)c2C)C1=O (stereo not drawn) across the screens: 1.4% | -4.9% | -1.6%
# CC(C)N1C(=O)C(=O)N(CC(=O)N(C)c2ccccc2)C1=O across the screens: x | -1.0% | -2.8%

# Additional entries follow.
SMILES,N370S GC,KAT2A inh,FEN1 inhibitor
CC(OC(=O)C1=COCCO1)C(=O)NC1CCCCC1C (stereo not drawn),x,0.2%,0.9%
CCOc1cc(C(=O)Nc2ccc3nc(Nc4cccc(Cl)c4)cc(C)c3c2)cc(OCC)c1OCC,x,-17.0%,2.5%
NC(=O)C1CCN(S(=O)(=O)c2cccc(C(=O)O)c2)CC1,1.9%,-4.2%,1.4%
COc1ccc(C(=O)NCCS(=O)(=O)N(C)C2CCCCC2)cc1,-0.2%,-7.1%,-2.1%
Cc1nn2c(N3CCN(C(=O)c4ccco4)CC3)cc(C(C)(C)C)nc2c1-c1ccc(Cl)cc1,7.7%,-1.2%,x
Cc1cc(C(=O)CSc2nc(N)cc(N)n2)c(C)n1-c1cccc(C(F)(F)F)c1,-11.8%,-6.7%,1.2%
CCC1Sc2ccc(S(=O)(=O)CCC(=O)Nc3cccc(Br)c3)cc2NC1=O (stereo not drawn),u,-5.0%,-21.3%
Cc1ccc(C(=O)OCC(=O)c2ccc(CC(=O)N3CCOCC3)s2)cc1C,x,-18.7%,-4.8%
CC[C@]12c3[nH]c4ccc(OC)cc4c3CCN1C(=O)C(CC(=O)NCCCn1ccnc1)C[C@@H]2C(=O)N1CCN(C(=O)C2CC2)CC1 (stereo partly drawn),x,-2.2%,-5.4%
CCOc1cccc(CN2CCC(CCC(=O)NC3CC3)CC2)c1O,2.1%,-8.5%,7.1%
O=C(Nc1nc(-c2ccccc2)c(C(=O)c2ccccc2)s1)c1ccc(S(=O)(=O)N2CCCCC2)cc1,-12.3%,-8.5%,2.4%
CC1(C)CC(NC(=O)COc2cc3oc(=O)c4c(c3cc2Cl)CCC4)CC(C)(C)N1,-14.4%,-17.1%,-5.8%
O=[N+]([O-])c1ccc(O)c(C=Nc2ccc3c(c2)OCO3)c1,-2.5%,u,-2.8%
Cc1ccc(NC(=O)CCn2cccn2)c(C)c1,x,-0.1%,-6.2%
O=C(CN(Cc1ccccc1)C(=O)c1ccc2c(c1)OCCO2)NCc1ccc2c(c1)OCO2,7.6%[2.35 µM],2.0%,-11.2%
O=C(NCc1cc(Br)cc(Br)c1OC(=O)c1ccccc1[N+](=O)[O-])c1ccccc1,18.8%,-3.5%,8.9%
COc1ccc(Cc2nc(C(=O)Nc3ccccc3)cs2)cc1,u,-7.0%,-9.4%
COc1cc(OC)cc(C(=O)NCc2n[nH]c(=S)n2-c2ccccc2)c1,3.7%,-4.7%,-6.0%
